Assay outcomes (PubChem BioAssay)
GPR151 activ – activators of human GPR151. PathHunter beta-arrestin GPR151 cells, luminescence. 1% of 650,000 active. Q8TDV0. activation, % at 11.2 µM; in the data active = activation above about 4.9%;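 also: 0% = median of compound wells and 100% = cells with positive control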
Target sequence (Q8TDV0 whole entry, looked up): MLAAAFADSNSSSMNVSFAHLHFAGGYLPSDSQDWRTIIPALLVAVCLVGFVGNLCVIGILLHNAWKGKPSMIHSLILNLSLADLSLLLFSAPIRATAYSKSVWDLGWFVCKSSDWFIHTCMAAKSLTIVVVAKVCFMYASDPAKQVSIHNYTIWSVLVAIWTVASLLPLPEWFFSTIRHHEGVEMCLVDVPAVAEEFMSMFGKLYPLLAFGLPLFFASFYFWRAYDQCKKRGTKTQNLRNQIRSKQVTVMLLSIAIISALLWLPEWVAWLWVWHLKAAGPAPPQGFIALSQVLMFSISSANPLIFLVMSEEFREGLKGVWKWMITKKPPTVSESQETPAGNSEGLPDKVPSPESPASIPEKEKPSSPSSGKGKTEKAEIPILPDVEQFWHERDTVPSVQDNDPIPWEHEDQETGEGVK
TEAD-YAP block – TEAD-YAP interaction inhibition; HEK-TIYL cells, TEAD-Gal4/YAP UAS-luciferase luminescence; inhibition, % at 9.12 µM; 1.4% of 640,000 active; AID 1259422; in the data active = inhibition above about 32%;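 also: 0% = median of test compound wells and 100% = reference inhibitor wells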
FBW7 activator – activators of human E3 ligase FBW7. Q969H0. AlphaScreen FBW7–phospho-cyclin E peptide binding, activator screen. normalized activity (activation), % at 26.1 µM. 0.13% of 650,000 active; in the data active = normalized activity above about 1.9%;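 also: purified mutant Fbw7 with reduced substrate affinity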
MITF inh – human MITF inhibition, primary screen | AlphaScreen MITF homodimerization, bead proximity signal | O75030 | 0.91% of 650,000 active | inhibition, % at 2.6 µM; in the data active = inhibition above about 50%;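 also: 0% = vehicle wells with protein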
Target sequence (O75030 whole entry, looked up): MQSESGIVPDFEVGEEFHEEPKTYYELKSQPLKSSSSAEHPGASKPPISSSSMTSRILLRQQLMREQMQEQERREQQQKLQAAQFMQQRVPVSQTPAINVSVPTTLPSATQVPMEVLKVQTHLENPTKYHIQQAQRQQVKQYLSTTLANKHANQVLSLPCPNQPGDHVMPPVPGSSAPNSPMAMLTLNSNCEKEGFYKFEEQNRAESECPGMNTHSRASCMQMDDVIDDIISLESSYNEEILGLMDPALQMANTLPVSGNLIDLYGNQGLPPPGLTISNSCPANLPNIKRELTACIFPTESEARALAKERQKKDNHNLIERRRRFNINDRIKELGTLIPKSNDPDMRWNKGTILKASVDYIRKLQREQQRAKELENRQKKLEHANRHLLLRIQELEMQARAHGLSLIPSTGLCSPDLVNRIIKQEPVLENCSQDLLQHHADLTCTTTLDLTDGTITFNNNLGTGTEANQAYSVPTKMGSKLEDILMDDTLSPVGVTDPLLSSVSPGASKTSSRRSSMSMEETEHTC
The depositor's hits bear a star; . = no result given; & = joins results of further samples.

The first four entries (preview)
SMILES	GPR151 activ	TEAD-YAP block	FBW7 activator	MITF inh
COc1cc(OC)c(OC)cc1CN1CCN(Cc2ccccc2Cl)CC1	-0.7	3	-0.2	75*
CN(c1cccc(NS(=O)(=O)c2ccccc2[N+](=O)[O-])c1)S(C)(=O)=O	2.0	16	0.3	1
CC12C=CC3(O1)C(C(=O)N(CCc1ccc(Cl)cc1)C3C(=O)NC1CCCCC1)C2C(=O)Nc1ccc(Cl)c(Cl)c1 (stereo unspecified)	1.3	4	-0.1	1
COC(=O)c1cc(NC(=S)NC(=O)c2c(OC)cccc2OC)cc(C(=O)OC)c1	-0.8	-4	-0.1	-2

The list itself, from the first entry:
SMILES	GPR151 activ	TEAD-YAP block	FBW7 activator	MITF inh
COc1cc(OC)c(OC)cc1CN1CCN(Cc2ccccc2Cl)CC1	-0.7	3	-0.2	75*
CN(c1cccc(NS(=O)(=O)c2ccccc2[N+](=O)[O-])c1)S(C)(=O)=O	2.0	16	0.3	1
CC12C=CC3(O1)C(C(=O)N(CCc1ccc(Cl)cc1)C3C(=O)NC1CCCCC1)C2C(=O)Nc1ccc(Cl)c(Cl)c1 (stereo unspecified)	1.3	4	-0.1	1
COC(=O)c1cc(NC(=S)NC(=O)c2c(OC)cccc2OC)cc(C(=O)OC)c1	-0.8	-4	-0.1	-2
Cc1ccnc(SCc2cc(=O)c(OC(=O)c3ccc(F)c(F)c3)co2)n1	-2.3	-8	-0.5	2
COc1cc2[nH]c(=O)c(C(=O)NCc3ccc4c(c3)OCO4)c(O)c2cc1OC	0.8	-4	0.1	-14
O=C(CC(NCc1ccco1)C(=O)O)NN(c1ccccc1)c1ccccc1 (stereo unspecified)	4.7	1	0.1	17
O=[N+]([O-])c1cc(N=Cc2nc(-c3ccccc3)oc2O)ccc1Cl	-0.9	-11	0.0	4
Cc1ccc(C2CC(C(F)(F)F)n3nc(C(=O)N4CCOCC4)cc3N2)cc1 (stereo unspecified)	0.5	11	-0.3	7
COc1cc(C2=N/C(=C\C(C)=C\c3ccccc3)C(=O)O2)cc(OC)c1OC	-0.3	0	0.1	6
O=C(CC1CCCCC1)Nc1c2c(nn1-c1ccc(F)cc1)CS(=O)C2 (stereo unspecified)	0.4	-7	-0.1	-2
Cc1ccc(C)c(Oc2coc3cc(OC(=O)c4ccccc4)ccc3c2=O)c1	1.3	-7	0.0	6
O=C(Nc1ccc2c(c1)OCO2)Nc1ccc(N2CCOCC2)c2nonc12	0.9	-30	-0.1	-6
CSc1ccc(/C=C2/NC(=O)N(c3ccccc3)C2=O)cc1	0.0	-30	0.0	12
CCOc1ccc(C(=O)N(C)CC2COc3ccccc3O2)cc1 (stereo unspecified)	0.0	5	-0.1	-1
COc1ccc(NC(=O)CSc2nc(-c3ccc(C)cc3)c3ccccc3n2)c(OC)c1	-1.7	5	0.7	12
Cc1nn(-c2ccccc2)c2sc(C(=O)N3CCC(C)CC3)cc12	-1.6	-7	-0.1	-12
CCNC(=O)C1OC(n2cnc3c(NCc4ccccc4)ncnc32)C(O)C1O (stereo unspecified)	-0.2	-43	0.1	-20
C#CCOC(=O)CCC(=O)Nc1cc(OC)nc(OC)n1	0.3	-7	0.6	1
CC(C)CCNC(=O)Cn1c(=S)[nH]c2ccccc2c1=O	0.3	-2	0.0	13
CCOC(=O)c1sc(=S)n(-c2ccc(OC)c(Cl)c2)c1N	-0.3	15	-0.1	6
COc1ccc(N2C(=O)c3ccc(C(=O)O)cc3C2=O)cc1	0.8	-1	-0.1	1
Clc1ccc(-c2ccc(/C=N\n3cnnc3)o2)c(Cl)c1	0.9	7	0.8	5
O=C(Nc1cccc([N+](=O)[O-])c1)C1CCN(C(=O)c2ccc(Br)cc2)CC1	1.7	9	0.3	11
c1ccc(CCNc2ccc3ncc(-c4ccc5c(c4)OCO5)n3n2)nc1	-0.4	48*	0.2	-9

Continuation.
SMILES	GPR151 activ	TEAD-YAP block	FBW7 activator	MITF inh
O=c1c(Nc2ccc(F)cc2)c(-c2ccccc2)c1=O	-1.5	-10	-0.1	2
Clc1ccccc1CN1CCC(c2nc3ccccc3[nH]2)CC1	0.7	2	-0.1	6
O=C1c2ccccc2-c2onc3c(N4CCCCC4)cc(Nc4ccc(Cl)cc4)c1c23	0.4	9	-0.1	22
Cc1cc(I)ccc1N=Cc1nc(-c2ccccc2Br)oc1O	0.5	6	0.0	-1
Nc1cccc2[nH]c(=O)c(=O)[nH]c12	-0.1	-5	-0.3	3
CC(C)(C)c1csc(NC(=O)C(CC(=O)O)NCc2ccco2)n1 (stereo unspecified)	0.1	5	0.0	0
O=C(c1ccccc1S(=O)(=O)Cc1ccccc1)N1CCOCC1	-0.9	-2	0.0	5
O=C(NCc1csc(-c2cccs2)n1)c1cccc(Cl)c1	-0.5	1	0.2	6
Nc1nonc1-n1cc(-c2ccccc2)nn1	-2.4	-17	0.3	14
CN(C)S(=O)(=O)c1ccc(C(=O)Nc2sc3c(c2C(N)=O)CC(C)(C)NC3(C)C)cc1	1.4	2	-0.1	-6
O=C(Nc1ccc(N2CCOCC2)cc1)c1csc(-c2cccs2)n1	1.1	-3	-0.2	45
O=C1CCCN1C(=O)COc1cc(F)ccc1[N+](=O)[O-]	0.7	-1	0.1	-3
C=CCN=Cc1c(NCC=C)nc2ccccn2c1=O	-0.9	4	0.9	22
C/C(CC(C)C)=N/NC(=O)c1ccc(Cl)cc1O	-1.3	-33	0.0	4
O=C(Nc1nnc(S(=O)(=O)N2CCCC2)s1)c1ccccc1Cl	1.8	-7	-0.1	7
O=C(Nc1nc2ccccc2n1Cc1ccccc1)C(F)F	-0.5	6	0.2	5
CC(C)COCC1CC2(CC(C)(c3csc(N)n3)OC2=O)C(=O)O1 (stereo unspecified)	1.8	3	0.0	2
COc1cccc(C(=O)NCc2ccc(Cl)cc2)c1OC	1.4	3	0.6	9
Cn1c(Nc2nc3ccc(C(=O)NCc4cccnc4)cc3s2)nc2ccccc21	1.1	-22	0.5	18
CCOC(=O)c1ccc(N(C(C)=O)c2nc(-c3cc4cc(Br)ccc4oc3=O)cs2)cc1	-0.2	-1	0.5	15
Cc1nc2ncccc2cc1C(=O)N(C)C	1.4	3	0.7	15
Brc1ccc(C2Oc3ccccc3C3CC(c4cccs4)=NN32)o1 (stereo unspecified)	3.3	-24	-0.1	12
CC(C)CC(=O)Nc1ccnn1C1CCN(Cc2ccc3cc(Cl)ccc3n2)CC1	-0.9	10	0.0	3
N#C/C(=C\c1c(Oc2ccccc2)nc2ccccn2c1=O)C(=O)N1CCCCC1	1.3	11	-0.1	15
COCCNC(=O)c1nn2c(C(F)(F)F)cc(-c3ccc(Br)o3)nc2c1Br	2.9	4	0.0	8

The list continues:
SMILES	GPR151 activ	TEAD-YAP block	FBW7 activator	MITF inh
CC(NC(=O)/C(=C/c1ccc2c(c1)OCO2)NC(=O)c1ccccc1)C(=O)O (stereo unspecified)	-0.4	12	-0.1	2
COc1ccc(C)cc1NC(=O)CCS(=O)(=O)c1ccc2c(c1)SC(C)C(=O)N2 (stereo unspecified)	0.5	5	-0.2	12
CCCS(=O)(=O)N1CCC(C(=O)NC2CC2)CC1	4.5	4	-0.3	3
O=C1NC(c2ccccc2)=NC1(Nc1nc2ccc([N+](=O)[O-])cc2s1)C(F)(F)F (stereo unspecified)	0.3	-6	-0.2	-7
COc1cccc2cc(-c3nc4ccccc4[nH]3)c(=Nc3ccc(-c4ccccc4)cc3)oc12	0.3	-34	-0.2	4
CCCCCCCC\C=C/C=C/C=C/[C@@H]1O[C@H]1CCCC(=O)OC	1.7	.	.	14
O=C(O)c1cccc(NC(=S)NC(=O)c2cccc(I)c2)c1	0.0	-18	0.0	-3
CCOc1ccc(NC(=O)c2ccc(I)o2)cc1	-5.3	-62	-0.1	0
COc1ccc(OC)c2[nH]c(=O)c(CCN3C(=O)c4ccccc4C3=O)cc12	0.7	2	0.0	-6
Cc1ccc(S(=O)(=O)N(CC(=O)Nc2ccc(C(N)=O)cc2)c2ccccc2C)cc1	4.0	0	0.0	-6
Cc1ccc(C)c(NC(=O)CSc2nc3ccccc3s2)c1	1.8	14	-0.1	-4
O=C(O)c1ccc2nc(Cc3ccccc3)[nH]c2c1	-0.5	2	-0.1	-4
Cc1cc(C)cc(C(=O)Nc2ccc(-c3ccc(NC(=O)c4cc(C)cc(C)c4)c(C)c3)cc2C)c1	-0.6	-2	-0.2	1
O=C1c2cccc3cccc(c23)C(=O)N1CCCN(C(=O)c1ccc(F)cc1)c1cccc2ccccc12	1.2	-5	-0.1	4
COc1ccccc1NC(=O)N1CCc2nc3cccc(C)n3c(=O)c2C1	-1.0	-3	-0.2	-2
CCOC(=O)c1cnc2ccc(OCC)cc2c1N1CCC2(CC1)OCCO2	-0.6	12	0.1	6
COc1ccc2nc(N3CCC(C(=O)NCc4ccccn4)CC3)sc2c1	0.1	-15	-0.5	6
CCCOC(=O)c1cccc(NC(=O)c2ccccc2Cl)c1	-0.9	-14	0.2	-6
O=C1N(Cc2cccnc2)C[C@@H]2C[C@@H](c3cccn3-c3ncccn3)N3CCC[C@@]123	20*	7	0.1	7
CC1=C(C#N)C(=O)NC(=O)/C1=C\c1ccc(-c2ccc(C(=O)O)c(Cl)c2)o1	0.3	6	-0.1	58*
COc1cccc(CNC(=O)Cn2c(=O)n(C)c3ncccc32)c1	-0.1	7	-0.2	-8
CCOc1ccc(Br)c(C=C2C(=O)NC(=O)NC2=O)c1	-0.9	2	-0.2	-5
C/C(=N\NC(=O)CN(c1ccc(C)cc1)S(=O)(=O)c1ccccc1)c1ccccc1O	-0.8	8	0.2	12
COc1cccc(C2CC(c3ccc(C)c(C)c3)Nc3ncnn32)c1OC (stereo unspecified)	1.2	-11	-0.2	6
CCc1ccc(C(=O)N2CCC(C(N)=O)CC2)cc1	-1.7	-14	-0.1	8

Record cards (already shown). Order of screens: GPR151 activ, TEAD-YAP block, FBW7 activator, MITF inh
O=C1NC(c2ccccc2)=NC1(Nc1nc2ccc([N+](=O)[O-])cc2s1)C(F)(F)F (stereo unspecified) across the screens: 0.3, -6, -0.2, -7
O=C(O)c1ccc2nc(Cc3ccccc3)[nH]c2c1 across the screens: -0.5, 2, -0.1, -4
COc1ccc(C)cc1NC(=O)CCS(=O)(=O)c1ccc2c(c1)SC(C)C(=O)N2 (stereo unspecified) across the screens: 0.5, 5, -0.2, 12
Cc1cc(C)cc(C(=O)Nc2ccc(-c3ccc(NC(=O)c4cc(C)cc(C)c4)c(C)c3)cc2C)c1 across the screens: -0.6, -2, -0.2, 1

The results go on.
SMILES	GPR151 activ	TEAD-YAP block	FBW7 activator	MITF inh
Cc1cccc2cc(C#N)c(NCCNS(=O)(=O)c3cccc(Cl)c3)nc12	-0.5	-1	0.3	-1
CN(C)CCNCCOc1ccc(OCc2ccccc2)cc1	-0.3	-21	-0.2	-1
Cc1nc2c(C(=O)NC(c3ccccc3)c3ccccc3)cnn2c(C)c1Cc1cccc(Cl)c1	0.4	-6	0.1	-11
CCNc1nc(NCC)n2c(SCC(=O)Nc3ccc(F)cc3)nnc2n1	-0.5	4	-0.5	29
C#CCn1c(=NC(=O)C2CC2)sc2cc(OCC)ccc21	-1.1	-1	0.2	12
O=C(NNP1(=O)C=C(c2ccccc2)OC(c2ccccc2)=C1)Nc1ccccc1	0.1	2	-0.1	-6
CCN1CCN(c2nc(NCc3ccco3)c3ccccc3n2)CC1	0.4	-2	0.0	-9
Cc1ccc(NC(=O)CSc2nnc(-c3ccc(F)cc3)c(-c3ccc(F)cc3)n2)cc1C	0.7	23	-0.1	14
CCN1CCN(c2ccc(NC(=O)COc3cc(C)cc(C)c3)cc2)CC1	-0.5	-4	0.4	1
Cn1c(=O)c2cc(S(=O)(=O)N(CCO)Cc3ccccc3)ccc2n(C)c1=O	-0.3	-2	0.1	-1
CCSc1cc([N+](=O)[O-])ccc1C(=O)Nc1ccccc1	0.2	1	0.0	-8
C=CCNC(=O)c1ccc(CNc2nc(=S)[nH]c3ccccc23)cc1	-0.3	-4	0.0	5
O=C(N[C@H]1C[C@H]2C(=O)N[C@@H](Cc3ccccc3)C(=O)N2C1)c1ccccc1	-0.8	-4	0.0	1
CC(C)CC(=O)N1CCN(CCN=CC2=C(O)CC(c3ccc(Cl)cc3)CC2=O)CC1 (stereo unspecified)	-0.6&1.6	4&11	0.0&0.0	14&8
O=C(O)CCCN=C1NS(=O)(=O)c2ccccc21	-1.1	-10	0.0	7
COc1cccc(C=Nc2cccc(C(=O)O)c2C)c1O	-0.6	2	0.4	-17
C=CCOc1ccc(/C=C2/N=C(C)C(C(=O)OC)=C2O)cc1	-0.5	-8	0.0	6
Cc1cc(NCCCN2CCOCC2)n2c(n1)nc1ccccc12	-0.9	-6	-0.1	5
CCOC(=O)C(Sc1nnc2c3ccccc3n(CC)c2n1)C(=O)OCC	0.4	-10	0.1	-23
NC(N)=NC(N)=Nc1cccc([N+](=O)[O-])c1	0.6	-4	0.0	5
O=C(CCN1C(=O)C2C3CCC(C3)C2C1=O)Nc1ccc(Br)c(Cl)c1 (stereo unspecified)	-0.4	7	0.0	-1
Cc1ccccc1N=c1oc2ccccc2cc1C(=O)Nc1nccs1	0.7	9	0.5	11
CCCc1nnc(NC(=O)CCC(=O)O)s1	0.4	-2	-0.1	-4
COc1ccccc1-c1cc(C(=O)NCc2ccco2)no1	1.0	-11	-0.2	4
COc1ccc(C2=NN(C(=O)CSc3nnc(CNC(=O)c4cccc(F)c4)n3C)C(c3ccc(OC)cc3)C2)cc1 (stereo unspecified)	1.2	1	0.3	8
O=C(CSc1nc(NCc2ccco2)c2ccccc2n1)N1CCN(c2ccccc2)CC1	0.3	17	-0.1	52*
COC(=O)c1ccc(NC(=O)COn2nnc3ccc([N+](=O)[O-])cc32)cc1	1.2	15	-0.3	-14
